HDAC3 inhib: HDAC3 deacetylase inhibitors, primary screen, biochemical, fluorescence, cell-free homogeneous; recombinant HDAC3, fluorogenic peptide/trypsin coupled; inhibition, % at 8.3 µM; 320,000 compounds, 0.15% hits; Histone deacetylase 3 (Homo sapiens), O15379; in the data active means inhibition above about 26%, passing the limit was not always enough; inconclusive means no clear call, values can overlap the other calls
PolyA inh: polyadenylation inhibitors in yeast reporter cells, primary screen, luminescence, S. cerevisiae; calls only at 12 µM; 300,000 compounds, 0.02% hits; S. cerevisiae SKY197-pL101 polyadenylation reporter, beta-gal luminescence; efflux-impaired pdr1/pdr3 knockout yeast; score 100 = 6 SD above DMSO; AID 1875, 2009;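 active means lowest replicate activity score at least 50, where 100 means six control SD above control mean; inconclusive means lowest score under 50 but half or more replicates reach 50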;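 further: yeast exposed to compound for 9 h at 30 °C; higher score means more reporter readthrough which indicates perturbed polyadenylation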
RGS4 pot: RGS4 potentiators or activators, primary screen, cell-based, HEK293 M3R inducible RGS4, calcium flux | 310,000 compounds, 0.92% hits | carbachol calcium flux Fluo4; hits give low values | B-score at 10 µM;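 active means B-score of the integrated calcium signal more than 4 SD below the library mean, with starting fluorescence not abnormally high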;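 further: negative B-score means reduced calcium response which marks RGS4 activation or potentiation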
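Test system: HEK293 cells with stable M3R and inducible RGS4; also added: carbachol at ECmax as muscarinic agonist stimulus; schedule: dye loading 30 min 37 °C, buffer rest 30 min RT; technique: kinetic calcium fluorescence imaging with Fluo4-AM dye, 2 µM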
KCNK9 inh: KCNK9 potassium channel inhibitors, primary screen, HEK293 cells, thallium flux; FluxOR thallium flux fluorescence; hits give low values; 310,000 compounds, 1.2% hits; B-score at 10 µM; Potassium channel subfamily K member 9 (Homo sapiens), Q9NPC2;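 active means ratio B-score over 3 SD below the library mean, with starting fluorescence within 5 SD of its mean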;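 further: negative B-score means less thallium flux so channel inhibition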
Target sequence (Q9NPC2 whole entry, looked up): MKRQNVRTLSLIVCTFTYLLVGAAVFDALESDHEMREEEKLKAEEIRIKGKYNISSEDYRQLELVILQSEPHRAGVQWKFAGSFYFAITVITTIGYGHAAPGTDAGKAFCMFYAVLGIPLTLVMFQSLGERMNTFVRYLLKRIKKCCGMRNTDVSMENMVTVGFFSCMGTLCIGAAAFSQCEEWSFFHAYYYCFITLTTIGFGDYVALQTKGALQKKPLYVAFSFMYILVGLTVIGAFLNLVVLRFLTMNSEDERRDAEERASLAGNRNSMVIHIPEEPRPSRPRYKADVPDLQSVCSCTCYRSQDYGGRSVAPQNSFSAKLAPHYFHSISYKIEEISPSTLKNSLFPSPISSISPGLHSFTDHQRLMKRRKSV
hERG protect: hERG rescue from dofetilide block, primary screen, cell-based, CHO-hERG, FluxOR thallium flux, dofetilide IC70; Voltage-gated inwardly rectifying potassium channel KCNH2 (Homo sapiens), Q12809; dofetilide IC70 present; activation (rescue from dofetilide block), less the hit threshold, % at 10 µM; 310,000 compounds, 0.51% hits;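 active means activation above the mean of controls blocked by dofetilide plus 5 SD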;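 further: thallium influx through hERG after potassium depolarization seen as dye fluorescence rise; in these data hits start at about 4.7%; inactives centre near -7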
KCNQ1 inh: inhibitors of human KCNQ1 channel, primary screen, cell-based, thallium flux, high-throughput | 310,000 compounds, 1.3% hits | CHO-K1 KCNQ1, FluxOR thallium flux fluorescence; hits give high values | Potassium voltage-gated channel subfamily KQT member 1 (Homo sapiens), P51787 | B-score at 10 µM;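 active means compounds whose thallium flux B-score, printed positive for inhibition, exceeds three library SD while starting fluorescence stays within three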;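 further: channel opened by potassium depolarization with thallium stimulus after 20 min compound exposure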
KCNK3 block: human KCNK3 channel inhibitors, primary screen, CHO cells, FluxOR thallium flux, B-score | Potassium channel subfamily K member 3 (Homo sapiens), O14649 | FluxOR fluorescence; hits give low values | B-score at 10 µM | 340,000 compounds, 0.84% hits;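 active means B-score under library mean minus 4 SD, starting fluorescence ratio at most library mean plus 5 SD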;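 further: more negative B-score means stronger inhibition of thallium flux through KCNK3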
GSK3B inh: human GSK3beta kinase inhibitors, primary screen, biochemical, cell-free homogeneous, HTS | Glycogen synthase kinase-3 beta (Homo sapiens), P49841 | GST-GSK3beta kinase, ADP-Glo luminescence, 60 min; hits give low values | activity score (negative = inhibition), % at 10 µM | 300,000 compounds, 0.038% hits;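 active means more than half of replicate wells score below -50%, meaning over 50% inhibition versus plate controls; inconclusive means some replicates but at most half score below -50%; inactive means no replicate scores below -50%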;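 further: 0% = median DMSO wells and -100% = median GW8510 positive control wells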
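Test system: GST-fused GSK3beta enzyme, cell-free | Quantity: 1.6 ng GST-GSK3beta enzyme per well | Reagent: 25 µM ATP with peptide substrate | Schedule: 60 min enzyme reaction, room temperature | Signal: Luminescent ADP-Glo measurement of ADP formed | Read-out basis: Score relative to plate controls | Control set: DMSO and 20 µM GW8510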
GSK3A inh: blockers of GSK3A enzyme activity – biochemical, luminescence, cell-free homogeneous, HTS, primary screen; 320,000 compounds, 0.1% hits; AID 2650, 2010; Glycogen synthase kinase-3 alpha (Homo sapiens), P49840; inhibition, % at 10 µM; GSK-3 alpha kinase, ADP-Glo luminescence, 60 min;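 in the data active means inhibition above about 50%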;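 further: GST-tagged GSK-3 alpha with peptide substrate and 25 µM ATP; 0% = DMSO neutral wells and 100% = GW8510 positive control wells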
Target sequence (P49840 whole entry, looked up): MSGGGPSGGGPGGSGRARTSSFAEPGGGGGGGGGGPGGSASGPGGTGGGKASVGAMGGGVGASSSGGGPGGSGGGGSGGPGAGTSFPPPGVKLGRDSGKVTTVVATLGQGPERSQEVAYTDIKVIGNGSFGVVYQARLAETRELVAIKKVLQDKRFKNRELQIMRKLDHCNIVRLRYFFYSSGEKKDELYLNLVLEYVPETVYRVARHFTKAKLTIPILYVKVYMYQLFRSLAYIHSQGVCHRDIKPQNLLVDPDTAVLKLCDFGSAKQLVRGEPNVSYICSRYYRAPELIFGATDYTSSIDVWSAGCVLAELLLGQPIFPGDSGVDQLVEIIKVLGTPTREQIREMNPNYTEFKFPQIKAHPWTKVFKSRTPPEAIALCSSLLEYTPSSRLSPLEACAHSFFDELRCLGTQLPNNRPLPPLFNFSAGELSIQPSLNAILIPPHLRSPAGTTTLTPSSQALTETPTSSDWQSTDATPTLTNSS
DYRK1A inh: rat Dyrk1A kinase inhibitors, primary screen, biochemical, single point, plate reader | Dual specificity tyrosine-phosphorylation-regulated kinase 1A (Rattus norvegicus), Q63470 | inhibition, % at 12.5 µM | ADP-Glo luminescence, NFATc1 peptide | 310,000 compounds, 0.43% hits; in the data active means inhibition above about 50%;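 further: plate controls were vehicle with enzyme for no effect and no enzyme for full effect; many of its hits are not listed in these tables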
KCNQ1 pot: potentiators or activators of KCNQ1 channel, primary screen, cell-based, thallium flux, high-throughput. AID 2648, 2010. Potassium voltage-gated channel subfamily KQT member 1 (Homo sapiens), P51787. B-score at 10 µM. CHO-K1 KCNQ1, thallium flux FluxOR fluorescence; hits give high values. 310,000 compounds, 0.35% hits;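 active means fluorescence ratio B-score, a plate-corrected score, at least three library SD, with initial intensity B-score within 5 SD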
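Material: CHO-K1 cells stably expressing KCNQ1. Medium: assay buffer for compound exposure, DMSO matched across wells. Reagent: K+/Tl+ depolarizing stimulus. Compound dosing: single-concentration screen. Times: 37 °C overnight plating, 90-min dark dye load, 20-min compound pretreatment. Technique: FluxOR Tl+ flux fluorescence.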
Active calls of the source: *; i = inactive; u = inconclusive; x = not tested or not shown. Only part of the results is shown (hit frequency here may not be typical).

SMILES | HDAC3 inhib | PolyA inh | RGS4 pot | KCNK9 inh | hERG protect | KCNQ1 inh | KCNK3 block | GSK3B inh | GSK3A inh | DYRK1A inh | KCNQ1 pot
CNC(=S)N1CCn2cccc2C1c1cc(OC)c(OC)c(OC)c1 (centres undefined) | -2 | i | i | i | -10 | i | i | -3 | -2 | x | i
COc1cccc(NC(=O)CSc2nc3c([nH]c4ccccc43)c(=O)n2C)c1 | -3 | i | i | i | -12 | i | i | 6 | 8 | -1 | i
COc1ccc(OC)c([N+](=O)[O-])c1C(N)=O | 2 | i | i | i | -14 | i | i | 4 | -1 | 6 | i
CCNC(=S)NNC(=O)Nc1ccccc1 | 1 | i | i | i | -11 | i | i | 0 | -7 | -16 | i
CCOC(=O)c1c(C)[nH]c(C(=O)Cn2c(=O)oc3ccccc32)c1C | 1 | i | i | i | -8 | i | i | -1 | 2 | 6 | i
Cc1ccc(C(C(=O)NCc2ccc(F)cc2)N(C(=O)c2csnn2)C2CC2)cc1 (centres undefined) | 8 | i | i | i | -10 | i | i | -1 | 0 | -5 | i
O=C(Cc1cn(Cc2cccc(Cl)c2)c2ccccc12)N1CCCC1 | -4 | i | i | i | -14 | i | i | -4 | -2 | -7 | i
COCCCNC(=O)Cn1nnc(-c2ccc(NC(=O)c3cccnc3)cc2)n1 | -1 | i | i | i | -13 | i | x | 0 | 0 | x | i
Cc1cc(C(=O)N/N=C/C=C/c2ccccc2)n[nH]1 | 5 | i | i | i | -10 | i | i | 2 | -5 | 5 | i
Cc1ccc2c(c1)N(CCC(=O)NCCCOC(C)C)C(=O)C(C)O2 (centres undefined) | -6 | i | i | i | -16 | i | i | 1 | -5 | 1 | i
COc1ccc(-c2ccc(-c3nnc(Cc4ccc(OC)c(OC)c4)o3)cc2)cc1 | -2 | i | i | i | -17 | i | i | -6 | -2 | 4 | i
Cc1ccc(C)c2c1cc(C)c1nnc(SCC(=O)c3cccs3)n12 | 7 | i | i | i | -8 | i | i | 0 | -1 | 4 | i
COc1ccc(N2CCN(C(=O)CCC(=O)N3CCOc4ccc(Cl)cc43)CC2)cc1 | x | i | i | i | -10 | i | i | -1 | -3 | -1 | i
C#CCOC(=O)C[N+](C)(C)CC#Cc1ccccc1 | -1 | i | i | i | -7 | i | i | 4 | 0 | -1 | i
CS(=O)(=O)N1CCC(C(=O)Nc2cc(C(F)(F)F)ccc2Cl)CC1 | -1 | i | i | i | -6 | i | i | -2 | 2 | -9 | i
c1ccc(-n2cc(CNCCc3cscn3)c(-c3ccc4c(c3)OCO4)n2)cc1 | 4 | i | i | i | -7 | i | i | -1 | 1 | -3 | i
COc1ccc(CCNC(=O)c2nnc(CS(=O)(=O)c3ccccc3)o2)cc1OC | 8 | i | i | i | -5 | i | i | -1 | -3 | 0 | i
O=C(C1CCCO1)N1CCN(c2ccc(F)cc2)CC1 (centres undefined) | -2 | i | i | i | -11 | i | i | 0 | 0 | -1 | i
COc1ccc(Cl)cc1NC(=O)Nc1cccc([N+](=O)[O-])c1C | 5 | i | i | i | -3 | i | i | 3 | -1 | 12 | i
CCN1CCCC1CNC(=O)c1cc(OC)c(OC)c(OC)c1 (centres undefined) | 1 | i | i | i | -6 | i | i | 2 | -2 | 4 | i
C=CCCN(C(CC(C)C)C(=O)OC)S(=O)(=O)c1ccccc1Br (centres undefined) | 19 | i | i | i | -7 | i | i | 2 | -1 | 5 | i
Cc1cccc(-n2c(O)c(C=Nc3ccccc3N)c(=O)[nH]c2=O)c1 | 1 | i | i | i | -13 | i | i | -1 | -4 | 2 | i
O=C(CN(C(=O)c1csnn1)c1ccc(Cl)cc1)NCCc1ccccc1 | -1 | i | i | i | -5 | i | i | 1 | -1 | -5 | i
CC(=O)NC(CC(=O)Oc1ccc(C)cc1Br)c1ccccc1 (centres undefined) | -14 | i | i | i | 0 | i | i | 2 | x | -1 | i
Cc1nn(-c2ccc(Cl)c(Cl)c2)c(C)c1C(=O)O | 0 | i | i | i | -3 | i | i | 2 | -2 | -4 | i

Taken from above.
CCNC(=S)NNC(=O)Nc1ccccc1 @ GSK3A inh: -7
O=C(CN(C(=O)c1csnn1)c1ccc(Cl)cc1)NCCc1ccccc1 @ HDAC3 inhib: -1
COc1cccc(NC(=O)CSc2nc3c([nH]c4ccccc43)c(=O)n2C)c1 @ hERG protect: -12

Some of these compounds in order of number of heavy atoms, lowest first.
SMILES | HDAC3 inhib | PolyA inh | RGS4 pot | KCNK9 inh | hERG protect | KCNQ1 inh | KCNK3 block | GSK3B inh | GSK3A inh | DYRK1A inh | KCNQ1 pot
COc1ccc(OC)c([N+](=O)[O-])c1C(N)=O | 2 | i | i | i | -14 | i | i | 4 | -1 | 6 | i
CS(=O)(=O)N1CCC(C(=O)Nc2cc(C(F)(F)F)ccc2Cl)CC1 | -1 | i | i | i | -6 | i | i | -2 | 2 | -9 | i
COc1cccc(NC(=O)CSc2nc3c([nH]c4ccccc43)c(=O)n2C)c1 | -3 | i | i | i | -12 | i | i | 6 | 8 | -1 | i

(next part)
SMILES | HDAC3 inhib | PolyA inh | RGS4 pot | KCNK9 inh | hERG protect | KCNQ1 inh | KCNK3 block | GSK3B inh | GSK3A inh | DYRK1A inh | KCNQ1 pot
COc1cccc(-c2nn(-c3ccccc3)cc2C(=O)NCC(=O)O)c1 | -3 | i | i | i | -8 | i | i | 3 | 1 | 26 | i
O=C(Nc1c2c(nn1-c1cccc(Cl)c1)CS(=O)C2)c1ccc2c(c1)OCO2 (centres undefined) | 2 | i | i | i | -4 | i | i | -1 | -1 | -6 | i
CCN1CCN(c2nc(Nc3ccccc3F)nc(N)c2[N+](=O)[O-])CC1 | 4 | i | i | i | 0 | i | i | -2 | 15 | 40 | i
Cc1cc(Cl)cc(Br)c1OCCNCC(C)O (centres undefined) | -3 | i | i | i | -4 | i | i | 1 | -1 | -8 | i
COc1ccc(C(=O)NC2CCCc3c2cnn3-c2cccc(C)c2C)o1 (centres undefined) | -1 | i | i | i | -19 | i | i | 1 | -2 | 2 | i
CC(=O)NC(Cc1cccc(C)c1)C(=O)NC1CCN(C(=O)c2ccc([N+](=O)[O-])cc2)CC1 (centres undefined) | -3 | i | i | i | -6 | i | i | -1 | -2 | -2 | i
O=C(NCc1ccccc1C(F)(F)F)C1CCC(=O)N(CCCc2ccccc2)C1 (centres undefined) | -1 | i | i | i | -7 | i | i | 3 | 0 | 2 | i
COc1cc(/C=C/C(=O)O)ccc1OS(=O)(=O)c1ccc(C)cc1 | -14 | i | i | i | -8 | i | i | 0 | -2 | -6 | i
COc1nc(OC/C(N)=N/O)nc(N2CCOCC2)n1 | -2 | i | i | i | -3 | i | i | 1 | -1 | 6 | i
COc1ccc(OC)c(N=C2C(=O)Nc3ccccc32)c1 | -5 | x | i | i | -14 | i | i | -2 | 0 | -8 | i
COC(=O)c1ccc(OC(=O)c2cccs2)cc1 | 63* | i | i | i | -5 | i | i | 2 | -3 | -4 | i
COc1ccc(OCC(=O)Nc2cc(-c3nn4c(C)nnc4s3)ccc2C)cc1 | -5 | i | i | i | -1 | i | i | 2 | -2 | 12 | i
CN1c2ccccc2-c2nc3ccccc3n2C1c1ccncc1 (centres undefined) | -16 | i | i | i | -7 | i | i | 0 | 7 | 28 | i
Cc1ccc(S(=O)(=O)N(C)c2ccccc2C(=O)NC2CCCC2)cc1 | 7 | i | i | i | -6 | i | i | -2 | -2 | -1 | i
COc1cc(C)nc(NS(=O)(=O)c2ccc(C)cc2)n1 | 0 | i | i | i | -7 | i | i | 1 | -4 | 4 | i
CN(Cc1ccccc1)S(=O)(=O)c1cccs1 | u | i | i | i | -8 | i | i | -1 | -5 | 0 | i
COc1ccccc1N(CC(=O)NCCSCc1ccccc1)S(=O)(=O)c1ccc(C)cc1 | -2 | i | i | i | -12 | i | i | 1 | 0 | 15 | i
CN(Cc1ccc(OC(F)F)cc1)C(=O)c1ccc2nccnc2c1 | -2 | i | i | i | -9 | i | i | -5 | 7 | -5 | i
COc1cc2c3c(c1OC)C1(C=CC(=O)C=C1)CC3N(C(=O)c1ccccc1)CC2 (centres undefined) | 2 | i | i | i | -8 | i | i | 0 | -1 | -1 | i
Cc1ccc(S(=O)(=O)N2CCC(C)CC2)cc1C(=O)NCCN1CCOCC1 | -10 | i | i | i | -5 | i | i | 0 | -2 | -9 | i
CC1CCN(C(=O)CSc2nnc(-c3cccs3)o2)CC1 | -1 | i | i | i | -6 | i | i | 3 | -1 | 3 | i
Cc1cccc(NC(=O)CCc2ccc(S(=O)(=O)NC3CCCCC3)cc2)c1 | -8 | i | i | i | -10 | i | i | 1 | 1 | 0 | i
CCCCCCC(C)n1cc(C(C)=O)c(=O)n(C)c1=O (centres undefined) | 4 | i | i | i | -10 | i | i | -2 | x | 0 | i
Cc1cc(C(=O)NNC(=S)NCc2ccccc2)cs1 | 0 | i | i | i | -6 | i | i | 1 | 0 | 1 | i
CC(C)(C)C(=O)NC(=S)NNC(=O)c1ccc(Cl)cc1Cl | -3 | i | -7* | i | -9 | i | i | 2 | -1 | 2 | 16*
CCC1C/C(=C/c2cccs2)C(=O)/C(=C/c2cccs2)C1 (centres undefined) | 1 | i | i | i | -7 | i | i | 2 | -2 | 6 | i
O=C(CSc1n[nH]c(-c2ccccn2)n1)Nc1ccccc1F | 10 | i | i | i | -2 | i | i | -2 | -2 | 1 | i
CC1CCCC(C)N1C(=O)Cn1nnc(-c2ccc([N+](=O)[O-])cc2)n1 (centres undefined) | 5 | i | i | i | -4 | i | i | -3 | 1 | x | i
